Source: PubChem BioAssay (several laboratories)
Mcl-1 Bim block: inhibitors of Bim peptide binding to Mcl-1, primary screen, biochemical, bead-based flow cytometry, multiplex; Bim peptide-Mcl-1 binding; inhibition, % at 10 µM; 190,000 compounds, 0.1% hits; Induced myeloid leukemia cell differentiation protein Mcl-1 (Homo sapiens), Q07820; in the data active means inhibition above about 40%;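 further: 0% = no compound tracer wells and 100% = peptide blocker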
Target sequence (Q07820 whole entry, looked up): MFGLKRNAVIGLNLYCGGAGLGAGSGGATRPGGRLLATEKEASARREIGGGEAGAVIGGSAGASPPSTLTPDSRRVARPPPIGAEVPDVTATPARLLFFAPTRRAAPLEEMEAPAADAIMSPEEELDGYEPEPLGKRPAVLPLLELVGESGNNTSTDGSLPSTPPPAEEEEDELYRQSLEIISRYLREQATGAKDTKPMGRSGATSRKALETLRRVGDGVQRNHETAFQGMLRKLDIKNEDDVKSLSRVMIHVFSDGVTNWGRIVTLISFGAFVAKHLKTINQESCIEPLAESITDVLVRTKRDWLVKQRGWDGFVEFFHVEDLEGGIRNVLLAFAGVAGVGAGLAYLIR
Rab7 wt modul: modulators of GTP binding to Rab7, primary screen, biochemical, wildtype, multiplex bead flow cytometry; GTP binding activity (percent of control), % at 10 µM; 190,000 compounds, 0.055% hits; GST-Rab7 beads, fluorescent GTP binding; actives lie on both sides; untreated = 100%, excess cold GTP = 0%; Rab7 GTPase wild type (dog), Bodipy-FL-GTP binding; AID 758, 2007;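 active means fluorescent GTP binding to Rab7 beads changed by at least 20 points from the 100% baseline, either direction, mostly lower; inconclusive means compound itself probably fluorescent, or too few beads counted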;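 further: median green fluorescence of bound Bodipy-FL-GTP per Rab7 bead population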
Rab2A wt mod: modulators of GTP binding to Rab2A wildtype, primary screen, biochemical, dog, bead-based flow cytometry, multiplex | GST-Rab2 wt beads, Bodipy-GTP binding | GTP binding activity, % at 10 µM | 190,000 compounds, 0.19% hits | AID 760, 2007;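 active means GTP binding activity at least 20 points away from 100%, either lowered or raised; inconclusive means signal likely due to the compound's own green fluorescence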;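 further: 0% = beads with excess unlabeled GTP and 100% = no-compound control corrected for plate trend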
Rac1 wt GTP bind: wildtype Rac1 GTP binding modulators, primary screen, biochemical, GST-Rac1 beads, flow cytometry, multiplex; AID 757, 2007; fluorescent GTP binding; actives lie on both sides; 0 = cold GTP competed, 100 = untreated; GTP binding activity (% of control), % at 10 µM; 190,000 compounds, 0.27% hits; Ras-related C3 botulinum toxin substrate 1 (Homo sapiens), P63000;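 active means GTP binding activity at least 20 points away from the 100% control level, either lower or higher; inconclusive means compound flagged as likely green fluorescent, judged across all proteins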
Rac1 act GTP bind: GTP binding modulators of activated mutant Rac1, primary screen, biochemical, bead-based flow cytometry, multiplex, fluorescent GTP | Ras-related C3 botulinum toxin substrate 1 (Homo sapiens), P63000 | GST-Rac1 activated beads; actives lie on both sides; 100% means binding = to untreated wells | percent activity (GTP binding), % at 10 µM | 190,000 compounds, 0.11% hits | AID 764, 2007;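 active means GTP binding at least 20 percentage points away from the 100% baseline, in either direction, so actives lie on both sides; inconclusive means Compound likely fluorescent itself, or too few beads counted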
Cdc42 wt GTP: modulators of GTP binding to wildtype Cdc42, primary screen, biochemical, multiplex bead flow cytometry, Bodipy-GTP. Cell division control protein 42 homolog (Homo sapiens), P60953. GST-Cdc42 beads; actives lie on both sides. percent activity (GTP binding), % at 10 µM. 190,000 compounds, 0.2% hits. AID 761, 2007;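 active means percent activity GTP binding at least 20 points away from the 100% baseline, either down as inhibitor or up as activator; inconclusive means compound flagged as likely green fluorescent from well-wide comparison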;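 further: median bead fluorescence of bound Bodipy-FL-GTP at 100 nM; 0% = excess unlabeled GTP control and 100% = no compound control; below 100% means less GTP binding so inhibitor and above means activator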
Target sequence (P60953 whole entry, looked up): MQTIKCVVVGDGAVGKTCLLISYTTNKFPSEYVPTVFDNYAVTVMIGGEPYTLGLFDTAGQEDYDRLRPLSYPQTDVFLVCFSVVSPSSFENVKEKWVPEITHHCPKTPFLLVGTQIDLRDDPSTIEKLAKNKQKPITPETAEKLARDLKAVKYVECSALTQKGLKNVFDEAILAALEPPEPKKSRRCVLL
HRas wt GTP: modulators of GTP binding to HRas wildtype, primary screen, biochemical, bead-based flow cytometry, multiplex; GST-Ras wt beads, Bodipy-FL-GTP binding; actives lie on both sides; GTP binding activity, % at 10 µM; 190,000 compounds, 0.14% hits; AID 759, 2007;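 active means GTP binding activity at least 20% away from the 100% baseline, either lowered as inhibitor or raised as activator; inconclusive means flagged as likely green fluorescent, judged across all proteins in the well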;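 further: 0% = unlabeled GTP competition control and 100% = no-compound control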
Target sequence (P01112 whole entry, looked up): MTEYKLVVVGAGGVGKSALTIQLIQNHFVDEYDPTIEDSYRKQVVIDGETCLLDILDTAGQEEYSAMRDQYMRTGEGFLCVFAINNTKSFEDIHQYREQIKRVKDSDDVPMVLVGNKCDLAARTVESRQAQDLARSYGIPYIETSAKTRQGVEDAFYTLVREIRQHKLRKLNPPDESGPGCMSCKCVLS
Mcl1-Noxa inh: Mcl-1/Noxa binding inhibitors, primary screen, biochemical, TR-FRET, 1536-well; Induced myeloid leukemia cell differentiation protein Mcl-1 (Homo sapiens), Q07820; TR-FRET Mcl-1/Noxa peptide binding, 2 h; inhibition, % at 21.7 µM; 220,000 compounds, 1.5% hits; AID 1022, 2008;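 active means compounds that cut the protein-peptide binding signal by more than 50% relative to plate controls in a single-dose test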;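 further: His-tagged Mcl-1 with rhodamine Noxa BH3 peptide and terbium anti-His antibody; 0% = Mcl-1 plus Noxa peptide wells and 100% = peptide-only wells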
Avidin fluor: green autofluorescence of compounds with avidin beads – biophysical, 488/530 nm, flow cytometry, artefact control, profiling panel; fluorescence (KMESF) at 10 µM; compound fluorescence 488/530 nm; stronger effect = higher value; AID 1775, 2009; 220,000 compounds, 0.38% hits; in the data active means fluorescence above about 47; further: inactives centre near 10
Pf gametocyte: late stage P. falciparum gametocyte viability inhibitors, primary screen, ATP luminescence, HTS; inhibition, % at 10.9 µM; AID 743093, 2013; P. falciparum stage V gametocytes, 24 h; 150,000 compounds, 0.065% hits;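 active means inhibition above the mean plus 3 SD of compounds within the control limits, set per campaign, cut at about 38% in these data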;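 further: 0% = DMSO wells and 100% = medium only without gametocytes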
Mcl1 Bid PPI: Mcl-1/Bid binding inhibitors, primary screen, biochemical, TR-FRET, 1536-well; Induced myeloid leukemia cell differentiation protein Mcl-1 (Homo sapiens), Q07820; inhibition, % at 21.7 µM; 220,000 compounds, 0.97% hits; TR-FRET Mcl-1/Bid-Dy647 peptide binding;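 active means compounds that cut the binding signal by more than half at the single screening dose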;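 further: His-tagged Mcl-1 with europium anti-His antibody binding Bid BH3 peptide; 0% = Mcl-1 plus peptide wells and 100% = peptide-only wells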
* = called active by the depositor; ? = inconclusive; . = not tested or not shown. Hits appear at their usual frequency; about 2.7% have a hit in one of these screens.

SMILES	Mcl-1 Bim block	Rab7 wt modul	Rab2A wt mod	Rac1 wt GTP bind	Rac1 act GTP bind	Cdc42 wt GTP	HRas wt GTP	Mcl1-Noxa inh	Avidin fluor	Pf gametocyte	Mcl1 Bid PPI
Cc1ccc(C)c(NC(=O)c2cc(-c3cccnc3)nc3ccccc23)c1	2	104	96	97	97	93	96	6	11	-28	-23
Cc1ccc(CN2CCSc3ccc(C(=O)NCc4ccccn4)cc32)cc1	-6	105	101	99	96	93	97	4	11	10	-20
CC(=O)Nc1nnc(-c2ccccn2)o1	9	99	96	97	96	95	96	14	10	.	-30
Cn1c(Cn2nnc3ccccc32)nnc1SCC(=O)NCc1ccc2c(c1)OCO2	1	94	98	97	96	100	97	28	11	-3	-9
CCOCCCNC(=O)C1CC(=O)N(C2CCCC2)C1 (centres undefined)	1	99	98	99	96	100	99	0	23	.	-27
CCOC(=O)CSc1nnc2n(Cc3ccccc3)c(=O)c3c4c(sc3n12)CCC4	-2	103	101	106	100	103	101	20	9	.	-10
Cn1cnnc1SCC(=O)N(Cc1ccc2c(c1)OCO2)C1(C(=O)NC2CCCCC2)CCCC1	-2	99	102	106	105	106	103	7	12	.	-34
O=[N+]([O-])c1cc(/C=N/O)ccc1Sc1ccccc1	-1	95	97	101	99	100	98	2	23	.	0
CCN(CC)S(=O)(=O)c1ccc(N2CCOCC2)c(NC(=O)c2cc(C)cc(C)c2)c1	1	99	98	102	101	102	98	-3	21	.	-7
O=S(=O)(Nc1ccc(Cc2ccncc2)cc1)N1CCCC1	-3	101	98	99	97	100	99	-3	35	.	-17
COc1ccc(CNC(=O)[C@H](C)[C@@H]2C[C@@]2(C)[C@@H](NC(=O)OCc2ccccc2)c2ccccc2)cc1OC	0	99	101	106	99	101	104	7	10	.	-1
COC(=O)C1CC(=O)N(CCc2c[nH]c3ccccc23)C1 (centres undefined)	-2	101	100	103	100	102	101	-9	8	15	-21
CC1(C)CC(=O)C(=C2SCCCS2)C(=O)C1	.	96	100	102	99	101	99	-1	14	-14	1
CCCNC(=O)C(NS(=O)(=O)c1ccc2c(c1)c(=O)n(C)c(=O)n2C)c1ccccc1 (centres undefined)	-1	100	101	102	100	101	100	11	7	.	-2
COc1cc(/C=N/NC(=O)c2cccnc2)ccc1OCC(=O)Nc1c(C)cc(C)cc1C	-1	98	101	102	100	101	101	23	9	-8	5
COc1cc2cc(CN(Cc3cccs3)C(=S)Nc3ccc(C)cc3)c(=O)[nH]c2cc1OC	-4	99	100	104	101	99	100	2	5	5	-28
COC(=O)C1=C(C)OC(N)=C(C#N)C1c1ccc(OC)c(OC)c1OC (centres undefined)	4	97	97	104	100	102	100	1	6	3	-17
CC(c1cccnc1)N(CCN(C)C)C(=O)Nc1ccc(Cl)cc1 (centres undefined)	0	102	105	107	100	107	101	4	12	.	-18
CSCCNCc1cn(-c2ccc(F)cc2F)nc1-c1ccccc1C	-1	97	100	99	97	103	99	11	6	11	-61
CCC(C)C(NC(=O)c1ccccc1NC(=O)c1ccco1)C(=O)NNC(=O)c1ccc(OC)cc1 (centres undefined)	-1	100	103	106	101	105	103	-16	8	.	-7
O=C(Nc1ccccc1)C1=C[C@H](c2csc3ccccc23)C[C@H](OCCCCO)O1	1	104	99	102	99	97	99	-20	6	-35	1
Nc1ncc(Br)cc1S(=O)(=O)NCCC(=O)Nc1cccc(Cl)c1	-2	?	?	?	?	?	?	-5	11	11	2
COc1ccc(-n2nnnc2SCC(=O)Nc2nc3c(s2)CCCC3)cc1	0	102	102	102	102	104	101	14	20	.	-18
O=C(NC1CCCCC1)c1cc2nc(-c3ccco3)cc(C(F)(F)F)n2n1	2	104	104	106	102	104	104	6	5	.	-5
O=C(Nc1ccccc1C(=O)O)c1ccc(NC(=O)c2ccc(Br)o2)cc1	-5	96	96	99	96	100	95	-11	14	.	-21
SMILES	Mcl-1 Bim block	Rab7 wt modul	Rab2A wt mod	Rac1 wt GTP bind	Rac1 act GTP bind	Cdc42 wt GTP	HRas wt GTP	Mcl1-Noxa inh	Avidin fluor	Pf gametocyte	Mcl1 Bid PPI
O=C(Cn1cnc2ccccc21)N/N=C/c1ccccn1	-1	93	94	95	94	96	95	-1	8	11	-20
NC(=O)c1cccnc1Sc1ccc(Cl)cc1	0	98	101	104	101	101	102	-7	12	15	-15
Cc1ccc(S(=O)(=O)N(CC(=O)NCCC2=CCCCC2)Cc2ccccc2)cc1	1	94	100	102	100	103	100	11	12	-12	-20
N#CCC(=O)c1ccccc1Oc1ccc(Cl)cc1	1	104	96	104	98	95	97	26	13	18	7
O=C1O/C(=C\c2ccccc2)c2ccccc21	0	94	96	97	97	97	98	10	1	4	-8
O=C1NC(CCc2ccccc2)C(=O)N1CCOc1cccc(Br)c1 (centres undefined)	0	105	103	98	93	98	99	-3	7	-5	13
O=C(Nc1ccccc1N1CCN(C(=O)c2ccc(Cl)cc2)CC1)c1ccc2c(c1)OCO2	-1	104	102	109	97	107	103	-7	13	-12	-31
Cn1nc(-c2ccc(Cl)cc2)c2cc(C(=O)NC3CC3)sc21	2	?	?	?	?	?	?	2	6	.	-9
COc1ccc(N2CCN(C(=O)NC34CC5CC(CC(C5)C3)C4)CC2)cc1	-2	96	99	100	97	99	98	1	12	.	-10
Cc1ccc(SCC(=O)c2cc(C)c(OC(=S)N(C)C)c(C)c2)cc1	-3	101	104	101	99	104	105	-8	12	.	-14
Cc1ccc(S(=O)(=O)Nc2nc3ccccc3nc2N2CCc3ccccc3C2)cc1	0	98	95	98	92	99	98	-11	13	14	4
O=C(CNC(=S)N(Cc1ccccc1)Cc1ccccc1F)NCc1ccc(Cl)cc1	-1	?	?	?	?	?	?	9	20	3	-3
COc1ccc(NC(=S)N2CCN(Cc3ccccc3)CC2)cc1	-4	102	96	100	95	93	97	-2	6	4	-48
CCOCCCNC(=O)N[C@@H](Cc1ccccc1)C(=O)OC	1	95	96	102	98	102	98	-2	7	.	-16
CCCOc1ccc(C(C)=O)cc1CN1CCOCC1	0	98	100	102	102	100	101	7	1	-4	-7
CCOC(=O)C1(Cc2ccccc2C)CCCN(S(=O)(=O)c2cccnc2)C1 (centres undefined)	3	99	96	99	96	100	98	-1	12	1	-10
S=C(NCc1ccccc1)N1CCN(c2cccc(Cl)c2)CC1	0	96	95	99	97	97	97	0	8	2	-47
CC(=O)SC1CC2=CC(=O)CCC2(C)C2CCC3(C)C(CCC34CCC(=O)O4)C12 (centres undefined)	-2	99	99	103	97	99	99	-11	7	-14	-11
C=CCN(CC=C)S(=O)(=O)c1ccc(NC(=O)COc2ccccc2OC)cc1	-4	103	100	104	99	100	100	-9	7	.	-4
CCOC(=O)C1(S(=O)(=O)c2ccccc2)CCN(Cc2ccccc2)CC1	-2	104	107	108	103	113	109	10	6	-65	-12
O=[N+]([O-])c1ccc(S(=O)(=O)NCCc2cn3ccccc3n2)cc1	-1	95	99	102	97	98	98	1	2	.	0
O=C(COC(=O)c1n[nH]c2ccccc12)Nc1ccc([N+](=O)[O-])cc1	-1	98	99	106	99	101	100	23	6	4	3
CCC1(C)Cc2ccccc2-c2nc(-c3ccccc3)oc(=O)c21 (centres undefined)	-4	98	99	104	99	104	101	14	35	.	4
O=C(NCCCN1CCCC1=O)Nc1ccc(F)c(Cl)c1	-2	93	94	94	94	97	98	-2	32	.	-21
Oc1ccc(C2C(c3ccccc3)=NN=C(c3ccccc3F)N2O)c(O)c1 (centres undefined)	0	105	98	101	95	98	101	-9	3	-1	-81
SMILES	Mcl-1 Bim block	Rab7 wt modul	Rab2A wt mod	Rac1 wt GTP bind	Rac1 act GTP bind	Cdc42 wt GTP	HRas wt GTP	Mcl1-Noxa inh	Avidin fluor	Pf gametocyte	Mcl1 Bid PPI
Cc1n[nH]c(C)c1CCC(=O)N/N=C/c1cccc([N+](=O)[O-])c1	0	100	98	98	94	98	96	3	20	2	-13
OC(COc1cccc2ccccc12)CN1CCCC1 (centres undefined)	2	103	103	108	103	107	104	15	12	-24	0
COC(=O)C(Cc1ccc(O)cc1)NC(=O)c1ccccc1 (centres undefined)	-1	103	104	106	100	103	102	6	6	.	-29
Cc1noc(NS(=O)(=O)c2ccc(NC(=O)CC34CC5CC(CC(Br)(C5)C3)C4)cc2)c1C	-2	97	100	99	99	104	100	17	11	.	-28
Cc1cc(=O)[nH]c2c1c(=O)[nH]n2C1CC(C)N(C)CC1C (centres undefined)	0	105	103	104	99	106	105	-10	19	-1	-89
CCCCCNc1nc(N2CCCC2)c2c(c1C#N)CCN(C)C2	0	98	101	103	102	107	103	8	9	9	-20
Cc1noc(C)c1C(=O)OCC(=O)Nc1ccc(C(N)=O)cc1	1	99	95	96	92	94	96	10	15	.	-3
Cc1ccc(S(=O)(=O)NCCC(=O)Nc2ccc3c(c2)OCO3)cc1	-5	98	100	106	99	100	100	-2	11	-13	-25
CCCCOc1nc2ccccc2nc1C(C#N)C(=O)NC1CCCCC1 (centres undefined)	2	95	99	101	98	102	100	3	33	18	-12
CC(C)Oc1ccc(C2CC(=O)NC3=C2C(=O)CCC3)cc1 (centres undefined)	0	101	101	101	99	101	101	2	34	-5	-8
CCN(CC)C(=S)Nc1ccc2nc3n(c(=O)c2c1)CCCCC3	3	104	104	105	100	106	100	-3	12	-1	-40
CCOc1ccccc1NC(=O)CN1C(=O)C(C)SC(C)C1=O (centres undefined)	-3	102	99	99	95	97	100	15	14	16	0
CC(=NCCCn1ccnc1)c1c(O)n(Cc2ccccc2)c(=O)[nH]c1=O	-3	100	101	101	101	103	100	-14	38	0	-12
